Compound activity deposited in PubChem BioAssay by National Center for Advancing Translational Sciences (NCATS).
GLP1R ag: GLP-1 receptor (human) agonism; HEK293 GLP-1R CRE-luciferase, luminescence, 4-6 h; cells express a hypersensitive GLP-1R form; Potency, µM (titrated, usually from 45.6 µM), for the others: at the highest dose activation, hits mostly activators; 380,000 compounds, 0.007% hits; AID 624172; also: potency is read from the fitted curve at half-maximal effect; % of control where 0% means no effect
Target sequence (P43220 whole entry, looked up): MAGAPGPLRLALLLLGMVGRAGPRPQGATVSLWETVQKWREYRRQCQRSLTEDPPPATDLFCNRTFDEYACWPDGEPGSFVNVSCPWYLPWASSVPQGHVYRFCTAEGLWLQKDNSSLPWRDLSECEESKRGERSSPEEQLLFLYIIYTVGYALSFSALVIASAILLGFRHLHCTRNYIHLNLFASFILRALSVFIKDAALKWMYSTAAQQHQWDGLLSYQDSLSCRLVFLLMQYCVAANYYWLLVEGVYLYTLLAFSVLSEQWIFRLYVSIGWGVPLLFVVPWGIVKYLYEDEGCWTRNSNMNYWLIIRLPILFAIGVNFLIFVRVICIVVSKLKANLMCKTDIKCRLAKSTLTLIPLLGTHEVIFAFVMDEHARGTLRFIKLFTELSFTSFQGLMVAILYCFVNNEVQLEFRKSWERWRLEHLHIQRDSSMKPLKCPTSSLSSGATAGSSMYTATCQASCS
DRD3 antagonist: D3 dopamine receptor (human) antagonism | D3R cells, DiscoveRx beta-arrestin luminescence, antagonist mode; stronger effect = lower value | 360,000 compounds, 2.5% hits | AID 652054 | max response, negative = inhibition, %; in the data active = max response below about -50%; inconclusive = no clear call, values can overlap the other calls; also: % is scaled to controls: 0 for no effect and ±100 for the full control effect; mostly tested at two doses, the higher about 12 µM
Target sequence (P35462 whole entry, looked up): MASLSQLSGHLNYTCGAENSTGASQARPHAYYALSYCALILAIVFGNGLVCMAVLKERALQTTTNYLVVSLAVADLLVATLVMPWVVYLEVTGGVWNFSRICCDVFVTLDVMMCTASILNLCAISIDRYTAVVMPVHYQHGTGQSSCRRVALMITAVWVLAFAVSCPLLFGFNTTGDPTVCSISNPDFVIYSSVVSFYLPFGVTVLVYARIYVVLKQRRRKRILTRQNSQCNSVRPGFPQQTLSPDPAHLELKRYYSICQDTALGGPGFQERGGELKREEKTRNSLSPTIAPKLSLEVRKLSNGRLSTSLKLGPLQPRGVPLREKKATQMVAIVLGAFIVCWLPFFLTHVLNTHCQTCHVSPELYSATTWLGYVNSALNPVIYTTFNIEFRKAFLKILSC
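Cells expressing the human receptor were seeded at 1500 cells/well, incubated overnight at 37 degrees C in 5% CO2, then exposed to library compounds with dopamine controls for 90 minutes at 37 degrees C before luminescent detection.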
KB-V1 MDR tox: kills drug-selected multidrug resistant KB-V1 cells; KB-V1 MDR cells viability, CellTiter-Glo, 72 h; Potency, µM (doses to about 46.1 µM), inactives show at the top dose activity change, negative = cytotoxicity, actives largely listed as cytotoxic; 400,000 compounds, 3.4% hits; also: potency is read from the fitted curve at half-maximal effect; % is scaled to controls: 0 for no effect and ±100 for the full control effect; nearly all actives have a fitted effect of over 60% in size
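Drug-selected KB-V1 cells, grown in DMEM lacking phenol red with 10% FBS, receive compound titrations; after three days at 37 degrees C, surviving cell ATP is quantified by CellTiter-Glo luminescence and responses normalized and curve-fitted.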
SW480 rerep: DNA re-replication induction in SW480 cells | 340,000 compounds, 1.8% hits | Potency, µM (top dose mostly 46.1 µM), for inactives: at the top dose re-replication activation, usual class: activators | SW480 DNA re-replication, Hoechst DNA content imaging, 48 h; also: potency is read from the fitted curve at half-maximal effect; % of control where 0% means no effect; nearly all actives have a fitted effect of over 55% in size
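Compounds, transferred as 23 nL by pin tool, were incubated with cells for 48 hr; DNA content per nucleus was then quantified by Hoechst staining and fluorescence plate imaging.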
HT1080NT lethal: kills 2HG-producing HT-1080-NT fibrosarcoma cells. HT-1080-NT fibrosarcoma viability, CellTiter-Glo ATP luminescence, 48 h. Potency, µM (doses to about 46.1 µM), for inactives: top-dose activity, negative = less viability, hits mostly cytotoxic. 360,000 compounds, 1.6% hits. AID 686970;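 also: NT is the 2HG producing partner of a matched IDH1 knockdown line; potency is read from the fitted curve at half-maximal effect; 0% = DMSO-treated cells and -100% = media-only wells without cells; nearly all actives have a fitted effect of over 55% in size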
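Viability by CellTiter-Glo luminescence after 48 h compound exposure at 37C of HT-1080-NT cells (750/well, RPMI, 5% FBS). % activity scaled between DMSO wells and medium-only wells, then curve-fitted and categorized by curve class.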
IL1B secr inh: inhibitors of inflammasome signaling (IL-1 beta secretion); 360,000 compounds, 4.7% hits; activity change, % at 57.5 µM; THP-1 LPS/ATP IL-1B secretion, AlphaLISA, 16 h; stronger effect = lower value; in the data active = activity change below about -50%; inconclusive = mostly about -30% to -49%; also: % is scaled to controls: 0 for no effect and ±100 for the full control effect
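THP-1 cells pretreated 1 hr with compounds (up to 57.5 uM final), then stimulated with LPS (250 ng/mL final) plus ATP (1.25 mM final); secreted IL-1B measured by AlphaLISA after 16 hr, decreased signal indicating inhibition.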
DRD3 agonist: agonists of human D3 dopamine receptor; D3R DiscoveRx beta-arrestin cells, luminescence, 90 min; max activation, %; 410,000 compounds, 0.58% hits; in the data active = max activation above about 30%; also: 0% is about no effect; mostly tested at two doses, the higher about 12 µM
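Agonist-mode cell screen: cells plated at 1500/well and incubated overnight at 37 °C, then exposed to library compounds for 90 min at 37 °C. Detection reagent was added for 30–60 min at room temperature, and luminescence was read.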
HT1080 IDH1KD tx: kills HT-1080 cells with IDH1 knockdown; HT-1080 IDH1 knockdown viability, ATP luminescence, 48 h; Potency, µM (titrated, usually from 46.1 µM), inactives show at the highest dose activity, negative = toxicity, actives largely listed as cytotoxic; 360,000 compounds, 2% hits;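 also: potency is read from the fitted curve at half-maximal effect; 0% = DMSO wells and -100% = cell-free medium wells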
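Using the IDH1-knockdown HT-1080 line run in the same batch and compound series as the NT line, viability after 48 h at 37 °C was determined by CellTiter-Glo luminescence and expressed as % activity.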
KB-3-1 cytotox: kills parental KB-3-1 adenocarcinoma cells. KB-3-1 viability, CellTiter-Glo ATP luminescence, 72 h. Potency, µM (series often up to 46.1 µM), for inactives: at the top dose activity change, negative = cytotoxic, most hits filed as cytotoxic. 400,000 compounds, 1.4% hits. AID 1347075; also: potency is read from the fitted curve at half-maximal effect; % is scaled to controls: 0 for no effect and ±100 for the full control effect; nearly all actives have a fitted effect of over 60% in size
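KB-3-1 cells, DMEM (no phenol red) + 10% FBS; compound by pin transfer, 72 h, 37 °C. Readout: CellTiter-Glo luminescence after 10 min. Data normalized, curve-fitted.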
* = called active by the depositor; ? = inconclusive; · = not tested or not shown; [ ] = dose if it differs, or a comment. Unless noted, calls follow the shape of the dose curve; as a rule, active = well fitted curve in the direction sought with a large enough effect; inconclusive = small, poorly fitted or top-dose-only effect, or another doubt; inactive = no such curve, though single readings can be large; an effect the other way counts as inactive or inconclusive.

SMILES,IL1B secr inh,DRD3 antagonist,HT1080NT lethal,KB-3-1 cytotox,SW480 rerep,GLP1R ag,KB-V1 MDR tox,DRD3 agonist,HT1080 IDH1KD tx
CC1=NN(c2ccccc2)C(=O)/C1=C\c1cc(C)n(-c2cccnc2)c1C,-12,12,2%,-6%,-10%[9.22 µM],1%,12%,7,2%
COC(=O)c1sccc1NC(=O)Nc1ccccc1OC,-1,-9,-2%,-4%,3%,0%,-6%,1,1%
Cc1ccc(S(=O)(=O)N2CCCCC2)cc1NC(=O)CSc1nc(N)cc(=O)[nH]1,3,-20,0%,7%,-1%,4%,27%,-5,5%
COc1ccccc1CNC(=O)CN(Cc1ccc(Cl)cc1)S(C)(=O)=O,-1,15,-13%,4%,7%,3%,?,4,-2%
CSCCC(NC(=O)c1ccc(Cl)cc1Cl)C(=O)NNC(=O)c1ccncc1 (stereo not drawn),-24,-21,0%,8%,-1%,-1%,?,0,3%
COc1ccc(CNCCC2(Cc3ccccc3)CC(C)N(C)CC2C)cc1OC (stereo not drawn),-61*,1,-26%,-2%,-9%,1%,0%,0,?
CCc1cc(C(c2ccc(F)cc2)N2CCOCC2)c(NC(=O)c2ccccc2)s1 (stereo not drawn),?,5,-1%,?,?,17%,-18%,-6,0%
Cc1cc(C(=O)N2CCN(c3ccccc3)CC2)no1,-20,-6,1%[9.24 µM],-3%,-2%,4%,?,10,9%

6 entries from above, ordered by count of non-hydrogen atoms, ascending.
SMILES,IL1B secr inh,DRD3 antagonist,HT1080NT lethal,KB-3-1 cytotox,SW480 rerep,GLP1R ag,KB-V1 MDR tox,DRD3 agonist,HT1080 IDH1KD tx
COC(=O)c1sccc1NC(=O)Nc1ccccc1OC,-1,-9,-2%,-4%,3%,0%,-6%,1,1%
COc1ccccc1CNC(=O)CN(Cc1ccc(Cl)cc1)S(C)(=O)=O,-1,15,-13%,4%,7%,3%,?,4,-2%
CC1=NN(c2ccccc2)C(=O)/C1=C\c1cc(C)n(-c2cccnc2)c1C,-12,12,2%,-6%,-10%[9.22 µM],1%,12%,7,2%
CSCCC(NC(=O)c1ccc(Cl)cc1Cl)C(=O)NNC(=O)c1ccncc1 (stereo not drawn),-24,-21,0%,8%,-1%,-1%,?,0,3%
Cc1ccc(S(=O)(=O)N2CCCCC2)cc1NC(=O)CSc1nc(N)cc(=O)[nH]1,3,-20,0%,7%,-1%,4%,27%,-5,5%
COc1ccc(CNCCC2(Cc3ccccc3)CC(C)N(C)CC2C)cc1OC (stereo not drawn),-61*,1,-26%,-2%,-9%,1%,0%,0,?

Following part:
SMILES,IL1B secr inh,DRD3 antagonist,HT1080NT lethal,KB-3-1 cytotox,SW480 rerep,GLP1R ag,KB-V1 MDR tox,DRD3 agonist,HT1080 IDH1KD tx
O=C(CSCc1ccc(Cl)cc1)Nc1ccc2c(c1)OCO2,0,-10,-5%,0%,6%[9.22 µM],1%,5%,-4,3%
O=c1c2cc(F)ccc2sn1-c1ccccc1Cl,-105*,-18,?,?,·,14%,4%,-9,?
CCCCC1(CC)SCC(=O)NC1=O (stereo not drawn),3,9,-3%,17%,-1%,0%,-16%,6,8%
O=C(C1CCCN(Cc2ccccc2Cl)C1)N1CCCCC1 (stereo not drawn),5,-16,-8%,-13%,-5%,1%,2%,-6,6%
Cc1cccc(-n2nc([N+](=O)[O-])c(N3CCN(C(=O)c4ccco4)CC3)[n+]2[O-])c1,17,0,8%,5%,-1%[1.84 µM],-3%,-5%,7,10%
Cc1[nH]c(C)c(S(=O)(=O)N2CCN(c3ccc(Cl)cc3)CC2)c1C(=O)N1CCCC1,4,4,12%,2%,-34%[inhibitor],2%,13%,1,1%
NC(=O)N/N=C/c1cc(Br)ccc1OCC(=O)NCc1ccccc1,44,24,-7%,?,-5%,8%,?,-1,-8%
O=C1CCC(C(=O)OCc2cc(=O)oc3ccc4ccccc4c23)=NN1,-8,-4,-2%,2%,19%,-2%,0%,-9,-5%
Cc1ccc(S(=O)(=O)NCCNc2ccc([N+](=O)[O-])cc2)cc1,1,0,-14%,21%,0%,12%,-3%,5,-21%
Cn1c(CN2CCOCC2)nnc1SCc1ccccc1,-17,-11,-8%,7%,5%,-2%,8%,7,7%
Cc1ccsc1/C=N/NC(=O)c1cccs1,-7,15,-3%,5%,-10%,6%,-1%,-5,-13%
COc1ccc(NC(=O)C(c2ccc(Cl)cc2)C(C)C)cn1 (stereo not drawn),-16,-12,-7%,-5%,19%,0%,5%,-2,-17%
Cn1cc(CNC(=O)C2CCC(=O)N(Cc3ccc(Cl)cc3)C2)cn1 (stereo not drawn),-17,1,22%,7%,-5%,-1%,?,-1,17%
Cc1ccc2c(c1)C(=O)CC1(CCCC1)O2,6,16,15%,-1%,-13%,-5%,-5%,13,9%
CCn1cc(-c2cc(C(=O)O)on2)c(C)n1,10,-5,5%,-2%,7%,5%,-2%,5,5%
COc1ccc([C@@H]2C[C@H]3[C@@H](CN2S(=O)(=O)c2ccccc2)C(=O)C[C@@H](c2ccc(C)cc2)N3S(=O)(=O)c2ccc(C)cc2)cc1,7,0,0%,8%,·,-3%,0%,5,12%

Part of the list above, with values under each structure.
Values run as follows: IL1B secr inh | DRD3 antagonist | HT1080NT lethal | KB-3-1 cytotox | SW480 rerep | GLP1R ag | KB-V1 MDR tox | DRD3 agonist | HT1080 IDH1KD tx
> Cc1cc(C(=O)N2CCN(c3ccccc3)CC2)no1
 : -20 | -6 | 1%[9.24 µM] | -3% | -2% | 4% | ? | 10 | 9%
> O=C(CSCc1ccc(Cl)cc1)Nc1ccc2c(c1)OCO2
 : 0 | -10 | -5% | 0% | 6%[9.22 µM] | 1% | 5% | -4 | 3%
> O=c1c2cc(F)ccc2sn1-c1ccccc1Cl
 : -105* | -18 | ? | ? | · | 14% | 4% | -9 | ?
> CCCCC1(CC)SCC(=O)NC1=O (stereo not drawn)
 : 3 | 9 | -3% | 17% | -1% | 0% | -16% | 6 | 8%

Additional compounds.
SMILES,IL1B secr inh,DRD3 antagonist,HT1080NT lethal,KB-3-1 cytotox,SW480 rerep,GLP1R ag,KB-V1 MDR tox,DRD3 agonist,HT1080 IDH1KD tx
N#Cc1ccc(CSc2nnc(-c3cccnc3)n2-c2ccccc2)cc1,-5,7,-6%,?,-4%,6%,-12%,-2,0%
O=c1[nH]c(/C=C/c2cccc(Br)c2)nc2ccccc12,18,-13,7%,0%,-9%,-2%,?,1,-3%
CC(C)(C)C(O)C(Cc1ccccc1Cl)n1cncn1 (stereo not drawn),-2,-4,13%,6%,-1%,17%,-4%,2,13%
Cc1ccccc1OCC(=O)O/N=C(\N)Cc1ccc(Cl)cc1,2,5,4%,16%,-6%,-3%,19%,4,7%
O=C(Nc1ccc(-c2nnc(-c3ccco3)o2)cc1)C(c1ccccc1)c1ccccc1,-8,62,-25%,9%,2%,-20%,-5%,3,-30%
O=C(Nc1cccc(C(=O)NC2CCCCC2)c1)c1ccccc1,-10,-4,-12%,2%,-21%,9%,-7%,-4,-10%
C/C(=N\NC(=O)c1c(Br)c(C)nn1C)c1ccc(NC(=O)c2ccoc2C)cc1,13,6,-13%,2%,-189%[inhibitor],9%,0%,-8,-16%
COc1cc(NC(=O)c2ccc(F)cc2)c(OC)cc1NC(=O)CN1CCCCC1,-68*,10,-11%,-10%,-1%,14%,-30%,1,-13%
CC(=O)Oc1ccc(OC(C)=O)c(SCCCCCCl)c1,-63*,-7,?,7%,?,15%,-10%,0,?
CCOc1ccccc1N(CC(=O)NC1CCCC1)C(=O)CCC(=O)Nc1cc(C)on1,16,4,5%,-5%,-4%,0%,14%,2,12%
COc1ccc(OCc2cc(C(=O)N(C)Cc3cc(C4CC4)n[nH]3)no2)c(Cl)c1,-3,-8,12%,?,-1%,11%,?,-7,3%
COC(=O)c1sc(NC(=O)C(C)C)c(C(=O)OC)c1C,16,-27,19%,21%,-3%,5%,-16%,-2,19%
O=C(CCC(=O)Nc1ccc(F)cc1)N/N=C/c1c[nH]c2ccccc12,32,-2,-2%,0%,-5%,20%,11%,12,-12%
COc1cc(CCC(=O)OCC(=O)Nc2cc(S(=O)(=O)N3CCOCC3)ccc2Cl)cc(OC)c1OC,17,-18,1%,6%,3%,-24%,-15%,0,0%
COCCN(Cc1cc2cc(C)c(C)cc2nc1Cl)C(=O)Nc1ccccc1,4,-28,-16%,-9%,2%,8%,0%,-5,-1%
CCN(CC)C(=O)c1ccc2c(c1)nnn2C,2,20,13%,4%,-3%,-3%,19%,3,4%
O=C(Oc1ccccc1)N(c1ccccc1)c1ccccc1,-3,2,5%,-7%,-2%,15%,?,5,7%
Cc1cccc(Oc2cc(NC(=O)c3ccccc3)cc([N+](=O)[O-])c2)c1,?,?,?,-19%,-1%,4%,?,0,?
